m5-HT2A agonist: mouse Htr2a agonists via beta-arrestin recruitment, primary screen, cell-based, luminescence | 360,000 tested, 0.66% active | activation, % at 7.6 µM | 5-hydroxytryptamine receptor 2A (Mus musculus), P35363 | CHO-K1 mHTR2A beta-arrestin complementation; percent of 30 µM serotonin response | AID 624169, 2012;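 active = activation above a run cutoff, the mean activation of all tested compounds plus 3 SD, cut at about 14% in these data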;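 note: 0% = plate median of compound wells and 100% = 30 µM serotonin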
Target sequence (P35363 whole entry, looked up): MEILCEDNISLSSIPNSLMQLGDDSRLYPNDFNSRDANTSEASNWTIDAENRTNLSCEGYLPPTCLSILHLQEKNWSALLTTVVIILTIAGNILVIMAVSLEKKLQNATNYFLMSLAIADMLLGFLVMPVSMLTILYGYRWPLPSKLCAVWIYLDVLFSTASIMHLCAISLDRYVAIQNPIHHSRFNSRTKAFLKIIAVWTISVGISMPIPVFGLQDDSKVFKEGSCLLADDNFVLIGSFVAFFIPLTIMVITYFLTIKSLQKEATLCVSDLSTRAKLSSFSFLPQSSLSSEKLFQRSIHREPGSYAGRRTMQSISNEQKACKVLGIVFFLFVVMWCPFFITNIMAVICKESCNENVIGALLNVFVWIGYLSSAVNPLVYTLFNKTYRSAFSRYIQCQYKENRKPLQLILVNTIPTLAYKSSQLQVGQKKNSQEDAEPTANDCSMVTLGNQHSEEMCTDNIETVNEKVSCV
Shn3 3UTR inh: reduction of Shn3 3'UTR firefly luciferase signal, primary screen, Schnurri-3 inhibitor project, cell-based, Clone20 osteoblasts, set 2; Clone20 osteoblast Shn3 3'UTR firefly luciferase, 24 h; AID 588674, 2011; inhibition, % at 12.5 µM; 360,000 tested, 0.52% active;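 active = mean inhibition of at least 75% with every replicate also reaching 75%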;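 note: 0% = median of neutral control wells and 100% = pilot-screen positive control compound; some compounds past the cut are filed as inactive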
NR2E3 ag-1: NR2E3 agonists in two-hybrid cells, primary screen, cell-based, luminescence, CHO-S, Gal4-NCOR/VP16-NR2E3; Photoreceptor-specific nuclear receptor (Homo sapiens), Q9Y5X4; luciferase; inhibition of corepressor binding, % at 3.98 µM; 360,000 tested, 0.35% active; AID 602229, 2012;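 active = inhibition above the mean of all tested compounds plus 3 SD, cut at about 70% in these data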;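 note: 0% = DMSO with NR2E3 transfected cells and 100% = cells lacking NR2E3 construct; higher means lower luciferase signal from less NR2E3 corepressor binding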
Target sequence (Q9Y5X4 whole entry, looked up, the tested form may be a part): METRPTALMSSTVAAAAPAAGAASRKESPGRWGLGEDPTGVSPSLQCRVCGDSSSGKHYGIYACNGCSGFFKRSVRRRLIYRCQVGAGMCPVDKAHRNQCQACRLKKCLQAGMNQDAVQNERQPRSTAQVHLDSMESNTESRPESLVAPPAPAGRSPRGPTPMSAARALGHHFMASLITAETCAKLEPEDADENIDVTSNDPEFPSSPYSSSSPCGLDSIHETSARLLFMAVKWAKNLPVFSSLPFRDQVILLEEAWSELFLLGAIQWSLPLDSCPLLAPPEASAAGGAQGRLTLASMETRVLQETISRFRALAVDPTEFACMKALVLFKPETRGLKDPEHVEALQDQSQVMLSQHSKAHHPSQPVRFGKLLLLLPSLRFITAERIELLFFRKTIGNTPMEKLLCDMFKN
MITF TRPM1 inh: inhibitors of MITF-dependent TRPM1 promoter reporter, primary screen, cell-based, SK-MEL-5, single point, luciferase; SK-MEL-5 TRPM1 promoter luciferase, 24 h; inhibition, % at 12.5 µM; 330,000 tested, 0.83% active; AID 488899, 2010;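 active = mean inhibition across replicates of 60% or more, whatever share of single replicates reaches that level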; note: values of inactives mirror those of a sister screen read the other way
HIF-2a block: HIF-2a reporter inhibitors, primary screen, luminescence, 786-0 RCC cells | 786-0 RCC cells HIF-2a reporter, luciferase luminescence, overnight | inhibition, % at 18.8 µM | 360,000 tested, 0.72% active | AID 624352, 2012;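 active = inhibition of the luminescence signal of 40% or more relative to plate controls, in a single-dose primary screen at 18.75 µM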
hiPSC survival: enhancers of single-cell hiPSC survival, primary screen, ATPlite luminescence | 100% = ROCK inhibitor wells, 0% = DMSO | survival enhancement, % at 20 µM | 360,000 tested, 0.044% active; in the data active = survival enhancement above about 18%;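 note: cells exposed to compounds for 16 hours before the ATP read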
NR2E3 ag-2: inhibitors of NR2E3-RetCOR corepressor binding, primary screen, NR2E3 agonist project, biochemical, TR-FRET, GST-NR2E3, biotin-RetCOR | Photoreceptor-specific nuclear receptor (Homo sapiens), Q9Y5X4 | 1536-well | inhibition of corepressor binding, % at 4.78 µM | 320,000 tested, 0.12% active | AID 2300, 2010;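 active = percent inhibition above the cutoff of mean plus 3 SD of all tested compounds, set per screening campaign, cut at about 20% in these data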;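 note: 0% = DMSO wells and 100% = biotin wells as full block of FRET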
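Format: 1536-well format; test system: GST-NR2E3 and biotin-RetCOR proteins; read-out basis: percent inhibition of TR-FRET ratio; timing: 5 h incubation at 4 °C; detection: time-resolved FRET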
PDI inh: inhibitors of human PDI, primary screen, biochemical, turbidity, single point, plate reader. 350,000 tested, 0.052% active. Protein disulfide-isomerase (Homo sapiens), P07237. inhibition, % at 10 µM. AID 588391, 2011. PDI insulin aggregation turbidity, A650, 90 min;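 active = mean inhibition across replicates of 30% or more, whatever share of single replicates reach that level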;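 note: absorbance from insulin aggregation driven by PDI reduction with DTT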
Cardio protect: cardioprotection against H2O2-induced cell death, primary screen, uHTS, H9c2 cells, ATPLite luminescence; protection from H2O2 cell death, % at 20 µM; H9c2 cardiomyocytes, H2O2 injury protection, 2 h; 360,000 tested, 0.63% active;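 active = compounds giving at least 50% protection of heart cells from peroxide-induced death in the single-dose screen, raw or plate-pattern-corrected value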;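 note: 0% = DMSO wells with peroxide and 100% = DMSO wells without peroxide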
Peg3 promoter: Peg3 promoter-driven luciferase inhibitors, primary screen, cell-based, HeLa, luciferase luminescence. HeLa PEG-Prom luciferase reporter, overnight. inhibition, % at 20 µM. 360,000 tested, 1.7% active. AID 588405, 2011;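 active = inhibition of at least 50% at 20 µM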
CaV13 FRET inh: Primary screen for inhibitors of IQ motif and Ca2+-dependent inactivation inhibitor domain binding in CACNA1D, Förster resonance energy transfer in living cells, … | HEK cells, CFP/YFP FRET ICDI-IQ, plate reader, 10 min; percent FRET-ratio fall versus neutral wells | inhibition, % at 12.3 µM | 340,000 tested, 0.098% active | AID 743397;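 active = mean replicate inhibition of at least 30% and at least 1% of replicates passing that level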;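 note: 0% = median of the neutral control wells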
An asterisk follows results filed as active; . = not tested or not shown.

Start of the listing, in advance (three entries):
SMILES	m5-HT2A agonist	Shn3 3UTR inh	NR2E3 ag-1	MITF TRPM1 inh	HIF-2a block	hiPSC survival	NR2E3 ag-2	PDI inh	Cardio protect	Peg3 promoter	CaV13 FRET inh
CN(C)S(=O)(=O)c1cccc(NC(=S)Nc2ccc(Cl)cc2Cl)c1	4	-5	12	5	5	-0.4	-1	17	-1	17	-6
COc1ccc(S(=O)(=O)N(C)C[C@H]2Oc3ccc(NC(=O)Nc4ccccc4)cc3C(=O)N([C@H](C)CO)C[C@@H]2C)cc1	0	5	7	4	2	-1.5	.	7	8	-9	-11
CCc1ccccc1NC(=O)C1CC(c2ccc(F)cc2)=NO1 (stereo not drawn)	-1	-1	-12	0	14	2.3	1	-2	-1	20	-4

The list itself, repeating the preview:
SMILES	m5-HT2A agonist	Shn3 3UTR inh	NR2E3 ag-1	MITF TRPM1 inh	HIF-2a block	hiPSC survival	NR2E3 ag-2	PDI inh	Cardio protect	Peg3 promoter	CaV13 FRET inh
CN(C)S(=O)(=O)c1cccc(NC(=S)Nc2ccc(Cl)cc2Cl)c1	4	-5	12	5	5	-0.4	-1	17	-1	17	-6
COc1ccc(S(=O)(=O)N(C)C[C@H]2Oc3ccc(NC(=O)Nc4ccccc4)cc3C(=O)N([C@H](C)CO)C[C@@H]2C)cc1	0	5	7	4	2	-1.5	.	7	8	-9	-11
CCc1ccccc1NC(=O)C1CC(c2ccc(F)cc2)=NO1 (stereo not drawn)	-1	-1	-12	0	14	2.3	1	-2	-1	20	-4
COc1ccc(CNC(=O)[C@@H](NC(=O)C2CCN(S(=O)(=O)c3ccc(C)cc3)CC2)C(C)C)cc1OC	3	8	-8	-6	2	-0.4	1	-6	7	-7	-2
COc1ccccc1/C=C/C(=O)NC(=S)Nc1ccc(S(=O)(=O)N(C)c2ccccc2)cc1	-3	.	-32	-2	13	-3.1	-1	7	-2	7	-4
O=C(COC(=O)COc1ccc2c(c1)CCC2)Nc1ccccc1C(F)(F)F	-5	-7	-6	-4	1	0.8	.	-5	-1	0	-3
Cc1ccc(CNC(=O)C23CN(Cc4ccccc4)CC2C(c2cccc([N+](=O)[O-])c2)=NO3)cc1 (stereo not drawn)	1	11	-4	-4	-3	0.6	2	-2	6	-3	-11
Cc1cccnc1CCNC(=O)CCc1nnc(CCc2ccccc2)o1	0	-11	-26	-2	-5	-0.4	-1	6	-5	-2	-6
CC(C)c1ccc(/C=C/C(=O)N2CCOCC2)cc1	0	-50	-100	-81	-258	-0.7	.	1	-11	-143	-6
CCc1cc2c(=O)c(-c3nc4ccccc4n3C)coc2c(CN2CCOCC2)c1O	-2	14	-25	0	22	-1.3	4	-2	-3	15	6
COc1cccc(C(=O)CC(=O)C(=O)Nc2ccc([N+](=O)[O-])cc2C)c1	0	13	-12	1	16	0.0	1	-4	15	16	-4
CCN(CC)C(=O)N1CCN(c2c([N+](=O)[O-])c(=O)oc3ccccc23)CC1	-2	-23	-36	14	9	-0.5	1	2	7	3	-3
Cc1ccc(-n2nc3c(=O)n(CCCC(=O)N4CCC(C)CC4)nc(C)c3c2C)cc1	5	17	4	21	18	0.4	0	2	0	19	-4
C=CCNC(=O)c1onc(CSc2ccc(C(C)C)cc2)c1C(=O)O	-2	-17	-4	-3	-5	0.8	3	-1	7	-3	-7
O=C1CCCCc2sc(Br)c([N+](=O)[O-])c2N1	0	-12	-8	32	20	11	-3	3	-1	7	-3
CCCCOc1cccc(C(=O)NC(=S)Nc2cccc(NC(=O)c3ccccc3Cl)c2)c1	2	-7	-20	-7	13	-0.3	2	-7	-10	0	-5
O=C(N/N=C/C=C/c1ccccc1)C1CC1c1ccccc1 (stereo not drawn)	-4	-21	-7	-6	23	0.3	-2	4	-8	16	-5
CSc1nsc(SCc2ccc(F)cc2)n1	-4	-32	-17	-24	-81	0.4	-2	-4	-6	-64	-5
Cc1cccc(OCC(=O)N(Cc2ccc(F)cc2)C2CCS(=O)(=O)C2)c1C (stereo not drawn)	-4	4	-6	-5	8	0.0	4	4	2	16	-15
COc1cc(OC)c(C2=NOC(C(=O)NCc3cccnc3)C2)cc1Cl (stereo not drawn)	-1	3	-15	-267	21	-0.5	1	2	2	19	-4
CCCCc1noc(-c2c(-c3ccccc3Cl)noc2C)n1	-1	5	-2	9	13	0.5	-1	3	2	26	5
Cc1nc2ccccc2c2nc(NC(=O)C(F)(F)F)nn12	0	5	-23	-13	21	-0.6	-3	-6	1	2	7
COc1ccc(N/N=C(/C)c2cnnc(-c3ccccc3)n2)cc1	3	-8	-6	-28	-47	0.8	1	0	-6	-21	-10
Cc1cccc(N(C(=O)Cn2nnc(-c3ccc(C)o3)n2)C(C(=O)NC2CCCC2)c2ccncc2)c1 (stereo not drawn)	2	0	-7	3	10	0.2	2	7	-4	25	-5
C=C(C)CSc1nc2sc3c(c2c(=O)n1-c1ccc(C)cc1)CCN(C)C3	-6	18	-25	-5	-4	-0.8	.	4	4	-10	-1
O=C1NC(c2ccc(Cl)cc2)Oc2ccccc21 (stereo not drawn)	1	-9	22	-2	-3	0.4	4	-1	12	-8	-20
COc1cc2oc(=O)cc(CN(Cc3ccccc3)Cc3ccccc3)c2cc1Cl	-1	-1	9	.	14	-1.4	.	.	-6	3	-10
Cn1cc(/C=N/NC(=O)c2ccccc2O)c2ccccc21	-3	-41	-47	-44	-203	-0.2	-2	-4	-7	-159	-1
CC(=O)Nc1ccc(S(=O)(=O)NC2=C(N3CCN(C)CC3)C(=O)c3ccccc3C2=O)cc1	-3	14	-11	83*	-4	1.1	-2	11	-9	-15	-7
O=CN1CCN(C(=O)C(=O)c2cn(CC(=O)N3CCCCC3)c3ccccc23)CC1	3	4	-12	8	12	-0.4	7	3	4	6	.
COCCCNC(=S)N(CCCN(C)C)Cc1cc2cc3c(cc2[nH]c1=O)OCCO3	0	6	-2	15	14	0.1	0	-3	6	-6	-6
COC(C/C=C/[C@H](O)[C@@H](C)OCc1ccccc1)OC	5	-24	3	-11	-1	-2.5	1	1	5	4	-12
CC[C@@H](C)CN1C(=O)N[C@@H](CCc2ccccc2)C(C(C)=O)=C1C	1	2	-4	6	10	2.3	0	0	13	-2	-7
O=C1CCC(C(=O)OCC(=O)Nc2ccccc2Br)=NN1	1	3	-11	.	3	-3.2	.	-9	-1	7	-5
O=S(=O)(c1ccc(Br)c2ccccc12)N1CCOCC1	3	4	-7	15	25	0.7	1	10	-4	2	-21
CC1CN(S(=O)(=O)c2ccc(C(=O)Nc3nnc(-c4ccc5c(c4)CCCC5)o3)cc2)CC(C)O1 (stereo not drawn)	-1	48	5	18	0	0.5	-1	16	62*	23	-6
Cc1cc(O)c(C(C)C)cc1NC1=NS(=O)(=O)c2ccccc21	-3	-19	1	8	27	0.9	2	-15	6	16	-5
O=C(c1ccc(=O)oc1)N1CCOCC1	-1	-17	7	-3	14	-1.8	9	-16	3	0	.
O=C(CN1C(=O)/C(=C\c2ccco2)SC1=S)Nc1ccc(O)cc1C(=O)O	6	11	-10	9	11	-0.4	0	-7	0	11	-3
CCNC(=O)CCC(=O)Nc1cc(Cl)ccc1C	-3	1	-3	0	14	-0.8	6	12	-1	5	-5
Cc1cc(C)nc(-n2ncc3c2CC(c2ccc(C(C)C)cc2)CC3=O)n1 (stereo not drawn)	1	-38	-16	18	13	2.3	-2	-23	-6	1	-2
C[n+]1cccc2ccc3c(c21)OC(N)=C(C#N)C3c1ccccc1 (stereo not drawn)	-2	4	-8	8	13	1.2	2	0	-3	18	-4
CC(C)NC(=O)N(C)C[C@H]1OCCCC[C@@H](C)Oc2ccc(N(C)C)cc2C(=O)N([C@H](C)CO)C[C@@H]1C	1	-12	14	.	10	-0.4	.	.	0	10	-7
Cc1ccc(S(=O)(=O)NCC(=O)OCC(=O)Nc2cccc(S(=O)(=O)N3CCOCC3)c2)cc1	1	-26	20	2	-12	0.4	.	-2	-6	-1	-6
O=C(COc1cccc2ccccc12)NCc1cccnc1	1	-29	1	6	7	0.3	0	2	2	-6	-4
CSc1ccc(CCNC(=O)CCc2nnc3ccc(N4CCC5(CC4)OCCO5)nn23)cc1	-5	-1	24	-5	-17	-0.3	0	2	4	-8	-5
CC1CN(Cc2ccccc2)C(C)CC1O (stereo not drawn)	6	-8	-26	2	19	-0.2	-1	-3	-2	1	3
O=C1COc2ccc(OCc3ccc(F)cc3)cc21	-2	-136	-101	-100	-342	-3.1	0	2	-12	-275	-8
Cn1c(=O)c2c(nc(SCCN3CCOCC3)n2Cc2ccccc2)n(C)c1=O	-2	8	2	10	12	2.3	-2	0	22	7	.
Cc1ccc2cccc(OCc3ccc(Br)cc3)c2n1	-3	3	-4	-11	-27	0.2	-2	-5	-4	11	-5
O=C(O)C1CCN(S(=O)(=O)c2ccc(N3CCOCC3)c([N+](=O)[O-])c2)CC1	10	-28	7	11	4	-0.2	1	4	-5	-12	-3
CC(C)(CNC(=O)c1cccs1)CNC(=O)c1cccs1	-5	-14	-13	3	16	-2.7	2	-5	8	9	-13
CC(C)C(=O)N(Cc1cc2ccccc2[nH]c1=O)C(C)C	3	-2	14	-17	17	1.1	0	-2	6	-7	-6
Cc1c(NC(N)=O)c(=O)n(-c2ccccc2)n1C	1	2	-6	-6	21	0.7	1	-3	12	14	-13
CC12COC3(C(=O)Nc4cccnc4)CC1CCC32C (stereo not drawn)	-6	-14	-29	-13	11	-2.1	-1	-4	-4	-10	-4
CN1CCN(c2ncnc3c2ncn3[C@H]2CN(Cc3ccc(F)cc3)C[C@@H](CO)O2)CC1	6	-36	13	.	4	3.7	.	-6	10	3	-4
CCOC(=O)C1(Cc2ccccc2C(F)(F)F)CCN(CC2CC2)CC1	-5	9	-37	-2	8	-2.0	-3	0	-1	4	6
COc1ccc(C(=O)NC(C(=O)NCCc2ccc3c(c2)OCCO3)C(C)C)cc1 (stereo not drawn)	4	9	22	5	-3	-1.0	2	-9	-5	-1	-6
CCOC(=O)C1=C(C)NC(=S)N(C=O)C1c1ccccc1 (stereo not drawn)	1	3	2	10	-2	1.9	12	1	0	11	-4
